K1F lysis inhibition: inhibition of K1F phage lysis, E. coli UTI89, bacterial capsule biogenesis inhibitors, alamar blue (AID 488966); E. coli UTI89 K1F phage lysis, alamar blue, 2 h; higher % means a stronger effect; inhibition, % at 100 µM, or IC50 in µM where a hit was titrated; hit rate 0.02% among 340,000;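 active = phage lysis inhibition, versus mean bacterial control, above a set limit; inconclusive = no clear call, values can overlap the other calls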;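 note: capsule biogenesis inhibitors block K1F phage lysis so surviving cells raise fluorescence; higher fluorescence means more inhibition of phage lysis; actives were called in the ten point dose series up to 300 µM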
human PMI inhibitors: human PMI inhibitors, high substrate, primary screen, biochemical, fluorescence intensity, high mannose 6-phosphate (AID 1220); recombinant PMI enzyme, coupled fluorescence intensity; higher % means a stronger effect; hit rate 0.66% among 190,000; one-dose inhibition, % at 20 µM; IC50 in µM for titrated hits
Lipid droplet: inhibitors of hepatocyte lipid droplet formation, primary screen, imaging, high-throughput imaging, BODIPY stain | inhibition, % at 6.5 µM | hit rate 0.4% among 240,000 | AML12 mouse hepatocytes, oleate lipid droplets;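 active = lipid droplet intensity inhibited by at least 50%, with more than 500 cells counted; inconclusive = wells with under 300 cells, treated as cytotoxic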
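Assay system: AML12 mouse liver cells | Compound: 6.5 µM single-point dosing | Schedule: Overnight exposure | Technique: Fluorescence imaging, 20x objective, two fields per well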
XIAP antagonists: XIAP antagonists, biochemical, IAP family, fluorescence polarization (AID 1018); XIAP BIR domain, fluorescence polarization peptide displacement; higher % means a stronger effect; one-dose displacement, % at 20 µM; IC50 in µM for titrated hits; hit rate 0.007% among 200,000; in the data active = displacement above about 50%; note: a part of the inactive calls stands beside numbers as strong as those of hits
P. falciparum M1AAP: P. falciparum M1AAP inhibitors, biochemical, fluorogenic H-Leu-NHMec substrate, 1536-well (AID 1445); recombinant M1AAP, H-Leu-NHMec fluorogenic kinetic assay; higher % means a stronger effect; Aminopeptidase N (Plasmodium falciparum (isolate 3D7)); one-dose inhibition, % at 30 µM; IC50 in µM for titrated hits; hit rate 0.42% among 220,000;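 active = primary inhibition above the hit cutoff, then over 50% inhibition at one or more dose response concentrations, cut at about 23% in these data, passing the limit was not always enough; inconclusive = conflicting primary data, or primary hits not chosen for dose response; inactive = low primary inhibition, or under 50% at every dose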;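 note: plate controls were DMSO full reaction for no effect and no enzyme background for full effect; strong numbers were not always called active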
Siah-1 displacement: Siah-1 peptide-binding antagonists, primary screen, biochemical, fluorescence polarization, rhodamine-plectin, uHTS (AID 1817); E3 ubiquitin-protein ligase SIAH1 (Homo sapiens); Siah-1 / rhodamine-plectin peptide fluorescence polarization; higher % means a stronger effect; displacement, % at 20 µM, or IC50 in µM where a hit was titrated; hit rate 0.02% among 290,000;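 active = displacement of at least 50% at 20 µM, with a fluorescence ratio check between 0.3 and a set limit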;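 note: plate controls were Siah plus tracer with DMSO for no effect and tracer alone without Siah for full effect; strong numbers were not always called active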
P. falciparum M17LAP: P. falciparum M17LAP inhibitors, primary screen, biochemical, fluorogenic H-Leu-NHMec substrate, 1536-well (AID 1619) | Leucine aminopeptidase (Plasmodium falciparum (isolate 3D7)) | recombinant M17LAP, H-Leu-NHMec fluorogenic kinetic assay; higher % means a stronger effect | one-dose inhibition, % at 30 µM; IC50 in µM for titrated hits | hit rate 0.38% among 220,000;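 active = compound inhibiting the enzyme by more than half at any dose during confirmatory dose-response retesting; inconclusive = strong single-dose inhibitors picked by rank but not retested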;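 note: plate controls were full reaction with DMSO carrier for no effect and no enzyme background for full effect; strong numbers were not always called active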
human PMI inhibition: inhibitors of human PMI, primary screen, biochemical, fluorescence intensity, coupled assay (AID 1209); one-dose inhibition, % at 20 µM; IC50 in µM for titrated hits; hit rate 0.42% among 190,000; Mannose-6-phosphate isomerase (Homo sapiens); purified PMI enzyme, coupled fluorescence intensity; higher % means a stronger effect;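 note: plate controls were DMSO vehicle for no effect and wells lacking substrate for full effect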
TNAP activation fold: human TNAP enzyme activators, primary screen, biochemical, luminescent, no phosphate acceptor, uHTS (AID 1001). hit rate 0.03% among 200,000. one-dose activation fold at 20 µM; EC50 in µM for titrated hits. purified TNAP, luminescent activation assay, no phosphate acceptor; higher activation fold means a stronger effect; in the data active = activation fold from about 3, or a potency from the dose series; inactive = the rest, 99 in 100 with activation fold below about 1.6; note: many of its hits are not listed in these tables
Lipid droplet cells 6.5 µM: second read-out of Lipid droplet, no call of its own (marks repeat the call); cell count; measured here: cell count, cytotoxicity flag;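 cells counted across two imaged fields per well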
* = called active by the depositor; ? = inconclusive; · = not tested or not shown; [ ] = another dose, or the depositor's remark. Cut-off read from the data, not from the text of the source, unless noted: active = inhibition above about 50%; inactive = the rest.

SMILES | K1F lysis inhibition | human PMI inhibitors | Lipid droplet | Lipid droplet cells 6.5 µM | XIAP antagonists | P. falciparum M1AAP | Siah-1 displacement | P. falciparum M17LAP | human PMI inhibition | TNAP activation fold
O=C(NCCCl)Nc1cccc(Br)c1 | 0.1% | -14% | 5 | 655 | -1.1% | -1% | 3% | 1% | -12% | 1
CCOC(=O)Cc1csc(NC(=O)CN(C)S(=O)(=O)c2ccc3c(c2)CCC(=O)N3)n1 | -0.3% | -6% | -14 | 583 | -7.8% | · | 0% | · | -3% | 1.1
COc1ccccc1CN1C(=O)c2ccncc2C1=O | 3.8% | -11% | · | · | -2.5% | -1% | 1% | -4% | -8% | 1.1
O=C(CSc1cccc[n+]1[O-])Nc1cccc(S(=O)(=O)NC2=NCCCCC2)c1 | 1.1% | -2% | 13 | 667 | -4.5% | 0% | 10% | -4% | -6% | 1.1
O=C(O)/C=C/c1cccc(OCc2ccccc2)c1 | 0.0% | -14% | -4 | 687 | -5.1% | 5% | -4% | -2% | -20% | 1
CCOC(=O)c1c(NC(=O)C2CC=CCC2C(=O)O)sc(C)c1CC (stereo not given) | -0.3% | 8% | -2 | 688 | -8.2% | 1% | -6% | 5% | 11% | 1
O=C(NCc1ccc2c(c1)OCO2)c1c(F)c(F)c(F)c(F)c1F | -1.4% | -2% | -24 | 738 | -3.9% | 8% | -1% | -1% | 5% | 1.1
O=C(Cn1nnc(-c2ccc(Cl)cc2)n1)NC1CCN(Cc2ccccc2)CC1 | 2.8% | -14% | · | · | -1.7% | 8% | -2% | 6% | -3% | 1.1
O=C(CSc1nnc(SCc2ccccc2Cl)s1)N/N=C/c1c[nH]c2ccccc12 | 6.5% | 4% | -31 | 651 | -1.3% | -3% | -1% | 17% | 2% | 1
O=S(=O)(Nc1cccc(-c2nnco2)c1)c1ccc(F)cc1F | · | · | 10 | 720 | · | -3% | 9% | -1% | · | ·

Complete entries, looked up by structure:
O=C(CSc1nnc(SCc2ccccc2Cl)s1)N/N=C/c1c[nH]c2ccccc12 across the screens: K1F lysis inhibition = 6.5%; human PMI inhibitors = 4%; Lipid droplet = -31; Lipid droplet cells 6.5 µM = 651; XIAP antagonists = -1.3%; P. falciparum M1AAP = -3%; Siah-1 displacement = -1%; P. falciparum M17LAP = 17%; human PMI inhibition = 2%; TNAP activation fold = 1
CCOC(=O)c1c(NC(=O)C2CC=CCC2C(=O)O)sc(C)c1CC (stereo not given) across the screens: K1F lysis inhibition = -0.3%; human PMI inhibitors = 8%; Lipid droplet = -2; Lipid droplet cells 6.5 µM = 688; XIAP antagonists = -8.2%; P. falciparum M1AAP = 1%; Siah-1 displacement = -6%; P. falciparum M17LAP = 5%; human PMI inhibition = 11%; TNAP activation fold = 1

Next part:
SMILES | K1F lysis inhibition | human PMI inhibitors | Lipid droplet | Lipid droplet cells 6.5 µM | XIAP antagonists | P. falciparum M1AAP | Siah-1 displacement | P. falciparum M17LAP | human PMI inhibition | TNAP activation fold
COCCCNC(=O)/C(C#N)=c1\s/c(=C\c2ccccc2OC(F)F)c(=O)n1CCCOC | 0.3%[50 µM] | 5% | -6 | 638 | -9.8% | 13% | -9% | -6% | 9% | 1.1
OCCCc1nc2ccccc2[nH]1 | -0.2% | 5% | 4 | 723 | -0.3% | -1% | 4% | 1% | -4% | 1.1
COc1cccc2cc(C(=O)N(C)C3CCN(C)CC3)c(=O)oc12 | 0.8% | -4% | · | · | -1.6% | -1% | -2% | -6% | -8% | 1.1
Cc1ccc(S(=O)(=O)NCc2n[nH]c(=S)n2C)cc1 | -0.4% | 4% | · | · | 0.4% | 8% | 0% | -7% | -7% | 0.8
COc1ccc(/C=N/n2c(SC)nnc(C(C)(C)C)c2=O)cc1 | -0.2% | -2% | 14 | 794 | -15% | 1% | 5% | -8% | 0% | 1.1
O=C(O)CC(NC(=O)C(F)(F)F)c1ccc2c(c1)OCO2 (stereo not given) | -2.4% | -9% | 4 | 662 | 1.5% | 9% | -3% | 6% | -11% | 1.2
NS(=O)(=O)c1ccc(N/N=C/c2ccccc2Br)cc1 | -0.5% | 4% | -12 | 700 | 0.4% | -5% | 6% | 9% | 2% | 1.1
Cc1ccc(N=Cc2cc(C)n(C3CCCC3)c2C)cc1 | 1.1% | -5% | · | · | -6.0% | 5% | -1% | 4% | 6% | 1.1
CC(C)(C)NC(=O)CSc1nc(N)c(-c2ccccc2)c(=O)[nH]1 | 0.2% | -7% | 9 | 737 | -3.0% | 9% | 11% | -8% | -3% | 1
O=C(Nc1ccc(F)cc1)c1cc(S(=O)(=O)N2CCCCC2)cs1 | 0.5% | -1% | · | · | -3.0% | 9% | 0% | -6% | -6% | 0.9
O=C(CN1C(=O)c2ccccc2C1=O)NCc1ccccn1 | 4.0% | 5% | 0 | 797 | -3.9% | -1% | -1% | 9% | 13% | 1.1
COC(=O)/C=c1/sc2nc3ccccc3n2c1=O | 0.2%[50 µM] | 46% | · | · | -7.2% | 4% | 2% | 2% | 76%* | 1
CCOC(=O)c1c(N2C(=O)C=CC2=O)sc(C)c1C | -0.6% | -51% | -20 | 611 | -7.1% | 6% | 6% | -5% | -14% | 1
CCC(Sc1nc2ccccc2s1)C(=O)Nc1nnc(C)s1 (stereo not given) | -0.3% | 6% | · | · | -5.1% | 6% | 2% | 23% | 1% | 1.1
N#Cc1c(-c2cccs2)nc(SCc2ccc(Cl)cc2)[nH]c1=O | -3.7% | 24% | -4 | 747 | -6.9% | ? | 15% | 21% | 26% | 1
Cc1ccc(OCc2nc(-c3ccccc3)no2)c(C)c1 | -0.3% | 12% | · | · | -5.2% | 5% | 6% | -1% | 14% | 1.1
COc1ccc(Nc2oc(COc3ccccc3F)nc2C#N)cc1 | 6.0% | 7% | · | · | 0.8% | 10% | -1% | 4% | 2% | 1.1
COc1ccc(/C=N/NC(=O)c2cccc(Br)c2)cc1Cn1cc(Cl)cn1 | -1.5% | 0% | · | · | -6.1% | 2% | -4% | 28% | 16% | 0.9
O=C(CCc1ccccc1)N1CCN(c2ccc(F)cc2)CC1 | -1.2% | 8% | 2 | 733 | -6.8% | 3% | 8% | 4% | 7% | 1.1
Cn1c(SCC(=O)N2CCOCC2)nnc1-c1ccc(Cl)cc1Cl | 0.1% | -1% | · | · | -3.7% | -2% | 2% | -2% | 0% | 1.1
CCC1OC23CCCCC2C(C#N)(C(=N)O3)C1(C#N)C#N (stereo not given) | 0.5% | 25% | · | · | -2.6% | -2% | 6% | -69% | 2% | 1
COc1ccccc1CC(NC(C)=O)C(=O)NC1CCN(C(=O)c2ccc([N+](=O)[O-])cc2)CC1 (stereo not given) | 0.1% | -1% | 0 | 628 | -5.9% | 4% | 5% | 11% | 4% | 1.1
COc1cc(NC(=O)Nc2cccc(C(C)=O)c2)cc(OC)c1OC | -0.1% | 24% | 10 | 679 | -2.6% | 2% | 4% | 4% | 25% | 1.1
COC(=O)c1c(C)oc(C)c1S(=O)(=O)N1CCCC1 | 0.1% | · | -6 | 733 | · | -2% | 16% | 11% | · | ·
COc1ccccc1N1C(=O)S/C(=C\c2cc(C)n(C)c2C)C1=O | -0.2% | 47% | 19 | 709 | -6.7% | 4% | 0% | -4% | 20% | 1.1
O=C(NCSc1ccnc(SCNC(=O)c2ccc(F)cc2)n1)c1ccc(F)cc1 | 0.7% | -1% | -11 | 652 | -29% | 5% | -2% | 33% | 7% | 1
COc1ccc(NC(=O)CCN2CCCCC2)cc1 | 0.1% | 4% | 9 | 758 | -5.0% | -5% | -5% | -2% | 8% | 1.1
O=C(CN(C1CC1)S(=O)(=O)c1ccc(S(=O)(=O)NC2CCCCC2)cc1)Nc1ccccc1 | 0.1% | 23% | 1 | 716 | -7.5% | 7% | 1% | 7% | 24% | 1
Cc1cc(Cl)ccc1OC(C)C(=O)Nc1ccc([N+](=O)[O-])cn1 (stereo not given) | 4.7% | 1% | -19 | 712 | -2.5% | 6% | 0% | 9% | 1% | 1
NC(=O)c1ncn([C@@H]2O[C@H](CO)[C@@H](O)[C@H]2O)c1O | 2.5% | -35% | 17 | 689 | -13% | -11% | -7% | -3% | -35% | 1.1
O=C(Nc1ccc2nc3ccccc3nc2c1)c1ccc(Br)cc1 | 2.0% | -8% | 39 | 737 | -2.5% | -2% | 0% | -5% | -38% | 1
CCNC(=S)NCc1ccco1 | 0.8%[50 µM] | -2% | 4 | 610 | -3.8% | -2% | -6% | -12% | -1% | 1
C=CCn1c(Cc2ccccc2)n[nH]c1=S | 0.4% | -3% | -16 | 650 | -3.6% | 0% | -2% | -7% | -11% | 0.8
O=C(CCc1[nH]c2ccccc2c1Sc1ccccc1)NCCO | -0.2% | 5% | -1 | 645 | -13% | 3% | -4% | 8% | 7% | 1.1
COc1ccc(C2N=C(N)N=C(N)N2c2ccc(C)cc2)cc1 (stereo not given) | 0.4% | 4% | 4 | 775 | -2.3% | 4% | 0% | -9% | 4% | 1.1
Cc1ccc(CN2CCC(N3CCC(C(=O)NCC4CCCO4)CC3)CC2)o1 (stereo not given) | -2.1% | 11% | 0 | 698 | 4.8% | 0% | -5% | 0% | 13% | 1.1
O=C(O)c1cccc(N/N=C/c2ccc(F)c(F)c2)c1 | 0.1% | -130% | 5 | 634 | -7.8% | 6% | -1% | 10% | -74% | 1.1
CC(C)=NNC(=O)CN1C(=O)NC2NC(=O)NC21 (stereo not given) | 0.3% | -4% | 9 | 513 | 0.0% | 2% | 2% | 2% | -3% | 1.2
Cc1ccc(C(=O)NC(=S)Nc2ccc(CN3CCCCC3)cc2)c(C)c1 | -0.7% | -8% | 8 | 662 | 0.0% | 5% | -6% | 0% | 3% | 1.1
Cc1cc(C(F)(F)F)n2nc(C)c(-c3ccc(Cl)cc3)c2n1 | 4.0% | -12% | 5 | 668 | -4.8% | -1% | 6% | 11% | -11% | 1.1
COC(=O)c1c(S(=O)(=O)NCc2ccccc2)sc(C(=O)O)c1C | -1.2% | -87% | 5 | 758 | -6.3% | 13% | -8% | 7% | -53% | 1.1
COc1ccc(OC)c(N(CC(=O)NCc2cccnc2)S(C)(=O)=O)c1 | -2.4% | 5% | 1 | 750 | -14% | 0% | -1% | -2% | 13% | 1
CNC(=O)COC(=O)c1nc(-n2nc(C)cc2C)ccc1Cl | 4.3% | 6% | · | · | -6.1% | -11% | 6% | -9% | 7% | 1.1
CC(=O)N1CC2(c3ccccc3)CN(C(C)=O)CC(c3ccccc3)(C1)C2=O | -0.1% | 3% | 0 | 720 | -1.3% | 4% | 1% | -3% | -2% | 1.1

From PubChem BioAssay
